INS-1E ATP HTS: preserves ATP levels in cytokine-treated INS-1E cells; INS-1E cytokine-induced death, ATP luminescence, 48 h; normalised: neutral wells 0, positive control 100; protection from cytokine-induced ATP loss, % at 10 µM; 0.1% of 20,000 active; AID 488910;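 active = mean replicate protection from cytokine-induced ATP loss at least 50% and at least 75% of replicates each reaching 50%; inconclusive = meets only one of the two criteria, mean or replicate share; inactive = fails both the mean and replicate share criteria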
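Material: INS-1E rat cells; Quantity: 8000 cells/well; Buffer or medium: phenol-red-free RPMI with 5% fetal bovine serum; Probe or stimulus: cytokine cocktail of IFN-γ, TNF-α and IL-1β; Compound dosing: single test concentration per compound, delivered by pin transfer; Incubation: 48 h co-treatment, 10 min post-lysis read; Signal: CellTiter-Glo luminescence.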
T cruzi HTS: intracellular Trypanosoma cruzi inhibition. intracellular Trypanosoma cruzi in host cells, plate reader. activity score (inhibition), % at 5.01 µM. 4.9% of 22,000 active. AID 651903; in the data active = activity score above about 55%; inconclusive = no clear call, values can overlap the other calls;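 also: parasites and compound incubated about four days before reading; 0% = median of neutral control wells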
Numbers without * were called inactive; u = inconclusive; x = not tested or not shown. A portion of the library. The share of hits here may be higher or lower than overall.

SMILES | INS-1E ATP HTS | T cruzi HTS
Cc1ccc(S(=O)(=O)N(C)C[C@@H]2Oc3ccc(NS(=O)(=O)c4cn(C)cn4)cc3C(=O)N([C@@H](C)CO)C[C@@H]2C)cc1 | 1 | -13
C[C@@H]1CN([C@@H](C)CO)C(=O)c2cccc(NC(=O)Nc3ccccc3)c2O[C@H]1CN(C)Cc1ccccc1 | -12 | -36
C[C@H](CO)N1C[C@H](C)[C@@H](CN(C)Cc2cccc(C(F)(F)F)c2)OCc2cn(nn2)CCCC1=O | -4 | -12
COc1ccc(NC(=O)N(C)C[C@@H]2Oc3c(NC(=O)c4cnccn4)cccc3C(=O)N([C@H](C)CO)C[C@H]2C)cc1 | 7 | -15
C[C@H]1CN([C@@H](C)CO)C(=O)c2cccc(NC(=O)C3CC3)c2O[C@H]1CN(C)Cc1ccc(-c2ccccc2)cc1 | -11 | 21
C[C@@H]1CN([C@H](C)CO)C(=O)c2cccc(NS(=O)(=O)c3cn(C)cn3)c2O[C@@H]1CN(C)S(=O)(=O)c1cn(C)cn1 | 8 | -26
C[C@@H]1CN([C@@H](C)CO)C(=O)c2cc(NC(=O)Cc3ccccc3)ccc2O[C@@H]1CN(C)C(=O)NC1CCCCC1 | 1 | 1
C[C@@H]1CN([C@@H](C)CO)C(=O)c2cc(NC(=O)C3CC3)ccc2O[C@@H]1CN(C)Cc1ccc(Oc2ccccc2)cc1 | x | 23
Cc1ccc(S(=O)(=O)N(C)C[C@@H]2Oc3ccc(NC(=O)CCCN(C)C)cc3C(=O)N([C@@H](C)CO)C[C@H]2C)cc1 | 2 | -4
COc1ccc(NC(=O)Nc2ccc3c(c2)C(=O)N([C@H](C)CO)C[C@H](C)[C@@H](CN(C)Cc2ccccc2)O3)cc1 | x | -16
COc1ccc(CN(C)C[C@H]2Oc3ccc(NC(=O)CCN4CCOCC4)cc3C(=O)N([C@H](C)CO)C[C@@H]2C)cc1 | 1 | -7
CC(C)NC(=O)Nc1cccc2c1O[C@@H](CN(C)C(=O)Nc1ccccc1)[C@@H](C)CN([C@@H](C)CO)C2=O | 1 | -19
C[C@@H]1CN([C@@H](C)CO)C(=O)c2cccc(NC(=O)C3CCOCC3)c2O[C@@H]1CN(C)S(C)(=O)=O | 6 | -35
CNC[C@H]1Oc2c(NC(=O)Nc3ccc(F)cc3)cccc2C(=O)N([C@H](C)CO)C[C@@H]1C | 1 | -9
Cc1ccc(S(=O)(=O)N(C)C[C@@H]2Oc3ccc(NS(=O)(=O)c4cn(C)cn4)cc3CC(=O)N([C@H](C)CO)C[C@@H]2C)cc1 | 8 | -1
C[C@H]1CN([C@@H](C)CO)C(=O)CCCn2nncc2CO[C@@H]1CN(C)C(=O)Nc1ccc2c(c1)OCCO2 | x | -4
O=C(CCCCCCC(=O)Nc1ccccc1O)N/N=C/c1ccc(-c2ccccc2)cc1 | 9 | 34
C[C@H](CO)N1C[C@H](C)[C@@H](CN(C)Cc2ccc(C(=O)O)cc2)Oc2c(NC(=O)c3ccc(-c4nccs4)cc3)cccc2C1=O | 13 | 38
Cc1ccc(S(=O)(=O)N(C)C[C@@H]2Oc3c(NC(=O)C4CCCCC4)cccc3C(=O)N([C@H](C)CO)C[C@@H]2C)cc1 | -2 | -21
COc1ccc(CN(C)C[C@H]2OCc3cnnn3CCCC(=O)N([C@H](C)CO)C[C@@H]2C)cc1 | x | 28
C[C@H](CO)N1C[C@H](C)[C@@H](CN(C)Cc2ccc3c(c2)OCO3)Oc2ccc(NS(=O)(=O)c3cccs3)cc2C1=O | -4 | 5
C[C@H]1CN([C@@H](C)CO)C(=O)c2cc(NC(=O)NC3CCCCC3)ccc2O[C@@H]1CN(C)S(=O)(=O)c1ccc(F)cc1 | -32 | -2
COc1ccc(NC(=O)N(C)C[C@H]2Oc3c(NC(=O)NC(C)C)cccc3C(=O)N([C@@H](C)CO)C[C@@H]2C)cc1 | 9 | -13
C[C@@H]1CN([C@@H](C)CO)C(=O)c2cccc(NC(=O)C3CC3)c2O[C@H]1CN(C)C(=O)NC1CCCCC1 | 6 | -4

Filtered by structure: the entries above with fluorine.
SMILES | INS-1E ATP HTS | T cruzi HTS
C[C@H](CO)N1C[C@H](C)[C@@H](CN(C)Cc2cccc(C(F)(F)F)c2)OCc2cn(nn2)CCCC1=O | -4 | -12
CNC[C@H]1Oc2c(NC(=O)Nc3ccc(F)cc3)cccc2C(=O)N([C@H](C)CO)C[C@@H]1C | 1 | -9
C[C@H]1CN([C@@H](C)CO)C(=O)c2cc(NC(=O)NC3CCCCC3)ccc2O[C@@H]1CN(C)S(=O)(=O)c1ccc(F)cc1 | -32 | -2

(more compounds)
SMILES | INS-1E ATP HTS | T cruzi HTS
C[C@H](CO)N1C[C@H](C)[C@@H](CN(C)Cc2ccc(C(=O)Nc3ccccc3N)cc2)Oc2c(NC(=O)C3CCOCC3)cccc2C1=O | -2 | 27
Cc1ccc(S(=O)(=O)Nc2ccc3c(c2)C(=O)N([C@@H](C)CO)C[C@@H](C)[C@H](CN(C)S(=O)(=O)c2cccs2)O3)cc1 | x | 2
C[C@@H]1CN([C@@H](C)CO)C(=O)Cc2cc(NC(=O)NC3CCCCC3)ccc2O[C@@H]1CN(C)C(=O)Nc1cccc2ccccc12 | 1 | -3
COc1ccc(S(=O)(=O)Nc2ccc3c(c2)C(=O)N([C@H](C)CO)C[C@H](C)[C@@H](CN(C)Cc2ccc(Oc4ccccc4)cc2)O3)cc1 | -16 | 42
Cc1noc(C)c1S(=O)(=O)Nc1ccc2c(c1)CC(=O)N([C@@H](C)CO)C[C@@H](C)[C@@H](CN(C)S(=O)(=O)c1ccc(F)cc1)O2 | 7 | 1
Cc1ccc(S(=O)(=O)Nc2ccc3c(c2)C(=O)N([C@@H](C)CO)C[C@H](C)[C@@H](CN(C)CC2CCCCC2)O3)cc1 | 1 | 14
C[C@H]1CN([C@@H](C)CO)C(=O)CCCn2nncc2CO[C@@H]1CN(C)Cc1cccc(C(=O)O)c1 | x | -1
C[C@@H]1CCCCO[C@H](CN(C)C(=O)Nc2ccccc2)[C@@H](C)CN([C@H](C)CO)C(=O)c2cc(NC(=O)C3CCCCC3)ccc2O1 | 0 | 21
COc1ccc(NC(=O)Nc2ccc3c(c2)C(=O)N([C@@H](C)CO)C[C@@H](C)[C@@H](CN(C)Cc2ccc4c(c2)OCO4)O3)cc1 | -6 | 1
Cc1noc(C)c1S(=O)(=O)Nc1ccc2c(c1)C(=O)N([C@H](C)CO)C[C@@H](C)[C@@H](CN(C)Cc1ccc(Cl)c(Cl)c1)O2 | -8 | 5
C[C@H]1CN([C@@H](C)CO)C(=O)c2cc(NC(=O)c3ccncc3)ccc2O[C@H]1CN(C)C(=O)Nc1ccccc1 | 0 | -5
COc1ccc(CN(C)C[C@H]2Oc3ccc(NC(=O)C4CC4)cc3C(=O)N([C@H](C)CO)C[C@H]2C)cc1 | 0 | -5
C[C@@H]1CN([C@@H](C)CO)C(=O)CCCn2cc(nn2)CO[C@H]1CN(C)Cc1cccc2c1OCCCO2 | 5 | -37
COc1ccc(S(=O)(=O)Nc2cccc3c2O[C@H](CN(C)S(=O)(=O)c2ccc(C)cc2)[C@H](C)CN([C@@H](C)CO)C3=O)cc1 | 5 | 0
CNC[C@@H]1OCCCC[C@@H](C)Oc2ccc(NS(=O)(=O)c3cn(C)cn3)cc2C(=O)N([C@H](C)CO)C[C@@H]1C | 3 | -24
C[C@@H]1CN([C@H](C)CO)C(=O)c2cc(NC(=O)Nc3cccc4ccccc34)ccc2O[C@@H]1CN(C)Cc1ccncc1 | -3 | -1
CC(C)NC(=O)N(C)C[C@H]1Oc2ccc(NC(=O)Nc3ccccc3)cc2C(=O)N([C@@H](C)CO)C[C@@H]1C | 11 | -7
C[C@@H]1CN([C@@H](C)CO)C(=O)c2cc(NC(=O)Cc3cn(C)c4ccccc34)ccc2O[C@@H]1CN(C)C(=O)Nc1ccc(C(F)(F)F)cc1 | -6 | 8
COc1ccc(S(=O)(=O)Nc2ccc3c(c2)CC(=O)N([C@@H](C)CO)C[C@@H](C)[C@@H](CN(C)S(=O)(=O)c2ccc(Cl)cc2)O3)cc1 | 7 | 60*
CNC[C@@H]1Oc2c(NC(=O)Nc3ccc4c(c3)OCO4)cccc2C(=O)N([C@H](C)CO)C[C@H]1C | 4 | -18
Cc1noc(C)c1NC(=O)Nc1cccc2c1O[C@@H](CN(C)S(=O)(=O)c1cccs1)[C@@H](C)CN([C@@H](C)CO)C2=O | 4 | -31
C[C@H](CO)N1C[C@H](C)[C@H](CN(C)S(=O)(=O)c2cn(C)cn2)Oc2ccc(NC(=O)Cc3ccccc3)cc2C1=O | x | 5
Cc1noc(C)c1S(=O)(=O)Nc1ccc2c(c1)CC(=O)N([C@H](C)CO)C[C@@H](C)[C@@H](CN(C)S(=O)(=O)c1c(C)noc1C)O2 | 3 | -9
COc1ccc(NC(=O)Nc2ccc3c(c2)CC(=O)N([C@@H](C)CO)C[C@@H](C)[C@@H](CN(C)Cc2ccc(Cl)c(Cl)c2)O3)cc1 | -33 | u

Single entries from the list.
INS-1E ATP HTS result of COc1ccc(S(=O)(=O)Nc2cccc3c2O[C@H](CN(C)S(=O)(=O)c2ccc(C)cc2)[C@H](C)CN([C@@H](C)CO)C3=O)cc1 reads 5
T cruzi HTS result of C[C@H](CO)N1C[C@H](C)[C@H](CN(C)S(=O)(=O)c2cn(C)cn2)Oc2ccc(NC(=O)Cc3ccccc3)cc2C1=O reads 5
INS-1E ATP HTS result of CC(C)NC(=O)N(C)C[C@H]1Oc2ccc(NC(=O)Nc3ccccc3)cc2C(=O)N([C@@H](C)CO)C[C@@H]1C reads 11
INS-1E ATP HTS result of COc1ccc(NC(=O)Nc2ccc3c(c2)CC(=O)N([C@@H](C)CO)C[C@@H](C)[C@@H](CN(C)Cc2ccc(Cl)c(Cl)c2)O3)cc1 reads -33
INS-1E ATP HTS result of CNC[C@@H]1Oc2c(NC(=O)Nc3ccc4c(c3)OCO4)cccc2C(=O)N([C@H](C)CO)C[C@H]1C reads 4
T cruzi HTS result of C[C@@H]1CN([C@@H](C)CO)C(=O)CCCn2cc(nn2)CO[C@H]1CN(C)Cc1cccc2c1OCCCO2 reads -37
T cruzi HTS result of C[C@@H]1CN([C@H](C)CO)C(=O)c2cc(NC(=O)Nc3cccc4ccccc34)ccc2O[C@@H]1CN(C)Cc1ccncc1 reads -1

Next records follow:
SMILES | INS-1E ATP HTS | T cruzi HTS
C[C@@H]1CCCCO[C@H](CN(C)C(=O)c2ccccc2)[C@@H](C)CN([C@H](C)CO)C(=O)c2cc(NC(=O)NC3CCCCC3)ccc2O1 | -4 | -18
C[C@H]1CN([C@@H](C)CO)C(=O)c2cc(NS(=O)(=O)c3ccccc3)ccc2O[C@@H]1CN(C)Cc1ccccc1 | 0 | 6
Cc1noc(C)c1NC(=O)Nc1cccc2c1O[C@H](CN(C)S(=O)(=O)c1ccc(Cl)cc1)[C@@H](C)CN([C@H](C)CO)C2=O | 7 | -18
C[C@@H]1CN([C@@H](C)CO)C(=O)Cc2cc(NS(C)(=O)=O)ccc2O[C@@H]1CN(C)Cc1ccc2c(c1)OCO2 | -2 | -6
C[C@H](CO)N1C[C@H](C)[C@@H](CN(C)S(=O)(=O)c2ccccc2)Oc2c(NC(=O)c3nc4ccccc4s3)cccc2C1=O | 1 | 42
C[C@@H]1CN([C@H](C)CO)C(=O)c2cccc(NS(C)(=O)=O)c2O[C@H]1CN(C)C(=O)Nc1ccc2c(c1)OCO2 | 9 | -5
COc1ccc(S(=O)(=O)N(C)C[C@H]2Oc3c(NC(=O)NC4CCCCC4)cccc3C(=O)N([C@H](C)CO)C[C@H]2C)cc1 | 4 | 15
Cc1ccc(S(=O)(=O)N(C)C[C@@H]2Oc3c(NC(=O)Nc4c(C)noc4C)cccc3C(=O)N([C@H](C)CO)C[C@H]2C)cc1 | 8 | -9
CC(C)NC(=O)N(C)C[C@@H]1Oc2ccc(NC(=O)C3CCCCC3)cc2CC(=O)N([C@H](C)CO)C[C@H]1C | 10 | -18
C[C@H]1CN([C@@H](C)CO)C(=O)Cc2cc(NC(=O)Cn3cnnn3)ccc2O[C@@H]1CN(C)CC1CC1 | -2 | -1
C[C@H](CO)N1C[C@H](C)[C@@H](CN(C)CC2CCCCC2)Oc2ccc(NC(=O)NC3CCCCC3)cc2C1=O | -6 | -4
C[C@@H]1CN([C@@H](C)CO)C(=O)c2cc(NC(=O)Cn3cnnn3)ccc2O[C@H]1CN(C)Cc1ccc(Cl)c(Cl)c1 | 1 | 7
COc1ccc(S(=O)(=O)Nc2cccc3c2O[C@H](CN(C)Cc2ccc(C(=O)O)cc2)[C@@H](C)CN([C@H](C)CO)C3=O)cc1 | 8 | -13
C[C@@H]1CN([C@@H](C)CO)C(=O)Cc2cc(NS(C)(=O)=O)ccc2O[C@@H]1CN(C)C(=O)Nc1cccc2ccccc12 | 15 | -29
C[C@H]1CN([C@@H](C)CO)C(=O)Cc2cc(NC(=O)NC3CCCCC3)ccc2O[C@@H]1CN(C)Cc1ccc(Cl)c(Cl)c1 | -21 | 65*
Cc1noc(C)c1NC(=O)N(C)C[C@@H]1Oc2ccc(NC(=O)c3ccncc3)cc2C(=O)N([C@H](C)CO)C[C@H]1C | 2 | -14
Cc1noc(C)c1NC(=O)N(C)C[C@@H]1Oc2ccc(NS(=O)(=O)c3ccc(F)cc3)cc2C(=O)N([C@H](C)CO)C[C@@H]1C | -6 | 8
C[C@H]1CN([C@@H](C)CO)C(=O)Cc2cc(NC(=O)CCCCCC(=O)Nc3ccccc3N)ccc2O[C@@H]1CN(C)C(=O)Nc1cccc2ccccc12 | 7 | -23

Compound activity from PubChem.
